# EPAC2 agonist: EPAC2 (human) agonism; Q8WZA2; EPAC2 activation, biochemical qHTS; response scale: 100% = 6.5 mM cAMP response; Potency, µM (series often up to 154 µM), for inactives: at the top dose activation, hits mostly activators; 360,000 compounds, 0.079% hits; further: potency means the concentration at half of the fitted maximal effect; nearly all actives have a fitted effect of over 50% in size
#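 Compounds were titrated in qHTS against a Rap1B-BODIPY-GDP (250 nM) complex with EPAC2 (100 nM) and GDP (50 uM). BODIPY-GDP release tracked at 480/540 nm over 30 min at room temperature, normalized to 6.5 mM cAMP.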
# PLK1 PBD block: blocks phosphopeptide binding to human PLK1 polo-box domain | P53350 | 360,000 compounds, 2.8% hits | Potency, µM, inactives show max response, negative = inhibition, actives largely listed as inhibitors | Plk1 PBD binding of FITC phosphopeptide, fluorescence polarization | AID 720504; further: potency means the concentration at half of the fitted maximal effect; series mostly up to about 57 µM; on the % scale 0 is the no-effect control and ±100 the full control effect; nearly all actives have a fitted effect of over 65% in size
# WRN inhibitor: inhibitors of human WRN helicase. Q14191. WRN helicase unwinding, fluorescent forked duplex, kinetic. Potency, µM (titrated, usually from 114 µM), without a hit: top-dose activity change, negative = inhibition, most hits filed as inhibitors. 360,000 compounds, 0.46% hits; further: potency means the concentration at half of the fitted maximal effect; on the % scale 0 is the no-effect control and ±100 the full control effect; nearly all actives have a fitted effect of over 55% in size
#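 WRN at 20 nM final was preincubated with compound for 15 min at room temperature; reaction started with 100 nM forked duplex oligonucleotide carrying fluorophore and quencher plus 2 mM ATP (final). Unwinding followed kinetically by red fluorescence (ex 525/em 598 nm).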
# EPAC1 antag: blocks human EPAC1 exchange factor | 360,000 compounds, 0.14% hits | Potency, µM (top dose mostly 115 µM), inactives show at the top dose activity change, negative = inhibition, usual class: inhibitors | EPAC1 GEF assay, Rap1b-BODIPY-GDP exchange fluorescence | AID 720709 | O95398;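 further: potency means the concentration at half of the fitted maximal effect; plate controls were vehicle for no effect and positive control for full effect; nearly all actives have a fitted effect of over 50% in size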
# Target sequence (O95398 whole entry, looked up): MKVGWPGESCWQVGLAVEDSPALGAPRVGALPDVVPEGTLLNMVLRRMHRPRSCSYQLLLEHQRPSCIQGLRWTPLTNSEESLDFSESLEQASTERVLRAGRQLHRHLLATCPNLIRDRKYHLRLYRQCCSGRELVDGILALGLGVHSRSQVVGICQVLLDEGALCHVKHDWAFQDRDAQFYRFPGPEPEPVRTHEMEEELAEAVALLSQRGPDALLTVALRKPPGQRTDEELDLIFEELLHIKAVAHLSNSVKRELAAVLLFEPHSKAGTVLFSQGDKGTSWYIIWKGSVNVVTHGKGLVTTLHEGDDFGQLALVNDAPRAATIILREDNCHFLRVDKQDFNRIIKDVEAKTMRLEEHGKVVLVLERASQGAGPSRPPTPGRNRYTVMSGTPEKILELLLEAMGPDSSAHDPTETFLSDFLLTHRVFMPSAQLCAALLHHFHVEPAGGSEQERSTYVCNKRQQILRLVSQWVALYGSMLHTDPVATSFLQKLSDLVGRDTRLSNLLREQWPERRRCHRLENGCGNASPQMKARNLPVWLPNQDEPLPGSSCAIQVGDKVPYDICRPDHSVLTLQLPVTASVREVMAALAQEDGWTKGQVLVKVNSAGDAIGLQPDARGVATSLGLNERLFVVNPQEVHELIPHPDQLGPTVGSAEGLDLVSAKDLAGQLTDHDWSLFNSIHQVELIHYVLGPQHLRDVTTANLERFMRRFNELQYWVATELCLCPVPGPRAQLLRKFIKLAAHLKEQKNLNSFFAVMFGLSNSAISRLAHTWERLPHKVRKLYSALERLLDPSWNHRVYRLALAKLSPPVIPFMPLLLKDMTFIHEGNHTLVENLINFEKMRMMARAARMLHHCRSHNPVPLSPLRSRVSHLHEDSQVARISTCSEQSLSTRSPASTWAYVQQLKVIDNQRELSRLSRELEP
# IL2 activator: activates IL-2 in a cell-based reporter assay; IL-2 activation reporter assay, cell-based qHTS; stimulated with anti-CD3/CD4/CD28 beads; in transgenic mouse T cells; activation, % (series mostly up to about 46 µM); 360,000 compounds, 0.065% hits; in the data active means activation above about 50%; inconclusive means mostly about 30% to 49%; further: 0% is about no effect
#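 Screening format: compound pinned onto unstimulated transgenic mouse T cells, 60 min incubation, then anti-CD3/anti-CD4/anti-CD28 bead stimulation for 18 hours at 37 degrees C, followed by EGFP and DsRed detection.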
# EPAC1 agonist: agonists of human EPAC1. O95398. EPAC1 agonist qHTS, biochemical assay; response scale: 100% = response to 6.5 mM cAMP. Potency, µM (doses to about 154 µM), for the others: at the highest dose activation, hits mostly activators. 360,000 compounds, 0.073% hits. AID 720707; further: potency means the concentration at half of the fitted maximal effect; nearly all actives have a fitted effect of over 60% in size
#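 Compounds were pinned as a concentration titration into mixtures of EPAC1 (100 nM), BODIPY-GDP-loaded Rap1B (250 nM) and GDP (50 uM). After 5 min at room temperature, fluorescence was followed for 30 min; activity was scaled to 6.5 mM cAMP.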
# PI5P4Ka inh: PI5P4K alpha (human) kinase inhibition; PI5P4Kalpha enzyme, ADP-Glo luminescence, 60 min; stronger effect = lower value; max response, %; AID 652105; 330,000 compounds, 1.2% hits; active means max response of -50% or lower; inconclusive means between -30% and -50%; inactive means -30% or higher; further: value at the top dose of about 77 µM; on the % scale 0 is the no-effect control and ±100 the full control effect
#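 Controls without substrate or without enzyme flank wells where PI5P4Kalpha converts substrate using 5 microM ATP (final). Incubation lasts 60 minutes at room temperature; ADP formed is read by ADP-Glo luminescence.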
# CCT modulator: changes cytosolic chaperonin activity. purified chaperonin ATPase assay, HTRF ADP detection, 30 min. 360,000 compounds, 0.3% hits. activity change, % (test concentration not listed), hits read low; in the data active means activity change below about -30%; further: on the % scale 0 is the no-effect control and ±100 the full control effect
#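 ATPase activity: ADP formed was measured by HTRF Transcreener (665/615 nm ratio) after 30 min at 37 deg C with 10 uM ATP. Compounds screened at one 76 uM concentration against 40 or 20 nM TRiC in Tris pH 7.4/KCl/MgCl2/DTT buffer.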
# * marks the source's active call; other numbers are inactive results; ? = inconclusive; / = no result given; [ ] = remark or other dose. Unless noted, the call rests on the fitted dose curve; in most records, active means well fitted curve in the direction sought with a large enough effect; inconclusive means small, poorly fitted or top-dose-only effect, or another doubt; inactive means no such curve, though single readings can be large; an effect the other way counts as inactive or inconclusive. A portion of the library (hit frequency here may not be typical).
SMILES,EPAC2 agonist,PLK1 PBD block,WRN inhibitor,EPAC1 antag,IL2 activator,EPAC1 agonist,PI5P4Ka inh,CCT modulator
CC(C)NC(=S)N(C)C1(c2ccccc2Cl)CCCCC1=O (stereo not given),7%,-5%,-10%,12%,0.6,21%,-2,-3.0
CCCCN(C(=O)c1cccc(S(=O)(=O)N2CCN(C)CC2)c1)c1c(N)n(CC(C)C)c(=O)[nH]c1=O,6%,-23%,-6%,3%,0.8,1%,0,-1.2
O=C(CN(Cc1ccco1)C(=O)c1ccccc1F)Nc1ccccc1C(F)(F)F,14%,-16%,1%,-3%,1.3,5%,-2,-4.9
OCCN1CCN(CCCc2c3c(cc4c2CCC4)CCC3)CC1,-2%,-8%,-10%,-1%,-2.5,9%,9,-0.3
O=C(CCc1ccccc1)Nc1ccnn1C1CCN(Cc2ccc(OCCO)cc2)CC1,5%,0%,10%,16%,-2.0,-3%,5,0.3
COc1cccc(/C=C/C(=O)OCC(=O)N2CCCc3ccccc32)c1,6%,1%,0%,7%,1.3,6%,4,-1.9
COc1ccc(N(CC(=O)N2CCN(Cc3ccc4c(c3)OCO4)CC2)S(=O)(=O)c2ccc(F)cc2)cc1,23%,-11%,-8%,-3%,-3.6,2%,3,-3.2
CCOC(=O)c1c(C)[nH]c(C(=O)OCC(=O)Nc2ccc(OCC)cc2)c1C,-6%,4%,4%,4%,-1.0,-7%,/,-1.4
CCC(c1nnc(SCC(=O)N(C)c2ccccc2)n1Cc1ccccc1)N(C)C (stereo not given),-1%,-7%,-35%,4%,-2.8,4%,9,-0.3
Cc1cc(=O)oc2cc(NC(=O)c3cccc(S(=O)(=O)N(C)C)c3)ccc12,6%,-8%,11%,14%,0.5,3%,-6,-1.0
COc1cccc(OCc2cc(C(=O)N(Cc3ccccc3)CC3CC3)no2)c1,6%,-4%,-6%[57.1 µM],-8%,-0.4,-3%,4,-6.8
COCCn1c(SCC(=O)N2CC(=O)Nc3ccccc32)nnc1-c1ccoc1C,1%,-3%,-4%,-1%,1.5,-3%,0,1.5
CCn1c(Cc2ccccc2)nnc1SCc1cccc(C(=O)O)c1,-1%,-3%,8%,-10%,-0.4,-7%,-4,1.1
O=C(C1=C[C@H](c2ccc(Br)cc2)C[C@H](OCc2ccc(CO)cc2)O1)N1CCN(Cc2ccc3c(c2)OCO3)CC1,12%,-5%,-2%,2%,0.3,12%,15,-3.5
COc1cc(-c2cc(C(=O)O)c3cc4ccccc4cc3n2)cc(OC)c1OC,-8%,2%,-3%,0%,0.3,7%,-1,0.1
O=C(COc1ccc(S(=O)(=O)N2CCOCC2)cc1)N1CCCCCC1,6%,-13%,0%,-14%,1.1,-3%,-5,-5.8
CCC1=Nc2cc(C(=O)NCCCN3CCOCC3)ccc2Sc2ccccc21,-4%,-3%,0%,1%,-3.1,6%,1,-2.0
CCCn1cnc2sc(C(N)=O)c(C)c2c1=O,3%,-2%,11%,1%,-0.6,1%,-4,0.8
Cc1ccc(CNC(=O)Nc2ccc(Cl)cc2)cc1,4%,-6%,3%,11%,-3.5,-1%,0,-1.5
CC1Cc2ccccc2N1CC(=O)NCc1ccccc1Cl (stereo not given),5%,-2%,-4%,-7%,1.2,-5%,3,-2.5
O=C(Nc1ccc2c(c1)CN(C(=O)Nc1ccc(F)cc1)CC2)c1ccccn1,13%,-3%,-4%,-27%,-2.4,3%,0,-1.6
CCN(CC)S(=O)(=O)c1csc(C(=O)NC2CCCCC2)c1,-2%,1%,4%,12%,0.1,3%,1,-1.0
Cc1cc(/C=C2/NC(=O)N(Cc3ccccc3F)C2=O)c(C)n1-c1ccccn1,-3%,-9%,-8%,15%,-0.7,-7%,1,0.6
COC(=O)c1ccccc1NC(=O)/C=C/c1ccco1,12%,-13%,-22%,-6%,-0.2,-2%,?,-5.7
O=C(Nc1nc2ccccc2s1)C1c2ccccc2Oc2ccccc21,9%,8%,-22%[57.1 µM],23%,-0.1,13%,2,-0.4
Cc1csc2c(=O)sc(NC(=O)c3ccc(F)cc3)nc12,3%,1%,10%,-4%,1.4,3%,-2,-3.2
COc1ccc(CNC[C@@H](CCCCN(C)Cc2ccc(OC)cc2)N2C[C@H](c3ccccc3)N(CCc3ccc(Cl)c(Cl)c3)C(=O)C2=O)cc1,11%,-7%,-12%,5%,-0.8,-19%,?,0.3
Cc1nn(Cc2ccc(F)cc2)c(C)c1NC(=O)c1cnn2cccnc12,4%,-1%,-1%,7%,-0.8,-8%,/,-0.3
CCOc1ccc(NC(=O)c2cc3c(C)nc4ccccc4c3o2)cc1,-8%,1%,-12%,-30%,-1.7,-1%,1,-0.4
N#C/C(=C\C=C\c1ccccc1)C(=O)NCc1ccco1,4%,-3%,-10%,5%,0.6,-1%,-1,-4.2
C[C@@H]1C(=O)O[C@H](C)[C@H]1C[C@@H](O)[C@](C)(O)C1CC[C@@]2(O)C3=CC(=O)[C@@H]4C[C@@H](O)[C@@H](O)C[C@]4(C)C3CC[C@]12C (stereo not given in full),2%,-5%,1%,-16%,1.2,5%,-1,-1.9
Cc1occc1-c1nnc(SCC(=O)NC(C)(C)C)n1CC(C)C,1%,-8%,0%,8%,1.7,-1%,0,0.0
CC(=O)N=c1c(C#N)cc2c(=O)n3cccc(C)c3nc2n1Cc1ccco1,-4%,-6%,-28%[57.1 µM],-3%,1.7,7%,-20,-0.4
O=C1Nc2ccccc2SC(c2ccccc2)C1O (stereo not given),-6%,?,?,?,-0.3,2%,-82*,-1.9
O=C(c1ccc(F)cc1)N1CCN(c2cc(=O)[nH]nc2-c2ccccc2)CC1,9%,-6%,9%,-15%,-3.8,5%,-2,-4.9
Cc1ccc(NC(=O)CSc2ccc(S(=O)(=O)N3CCCC3)cn2)cc1F,-1%,-5%,2%,-17%,1.7,1%,-4,0.8
Cc1nc2ccc(C(C(F)(F)F)(C(F)(F)F)C(F)(F)F)cc2[nH]1,-20%,-10%,5%,-24%,-2.1,-14%,26,1.7
CC(C)(C)OC(=O)N1CCC(C(=O)Nc2cccc(C(=O)NC3CC3)c2)CC1,6%,-2%,-7%,-1%,0.2,-4%,0,0.0
CCN(C(=O)CSc1ncn[nH]1)c1cccc2ccccc12,4%,-3%,4%,16%,-0.1,-2%,5,-0.7
COc1cccc2cc(-c3cc(=O)oc4cc(C)c(O)cc34)oc12,9%,-15%,-9%,-10%,0.1,-2%,3,-0.9
CC(C)c1ccc(OCCCCN2CCCCC2)cc1,8%,-8%,-2%[57.1 µM],10%,0.3,-2%,-3,0.8
CCOc1ccc2nc(NC(=O)c3c([N+](=O)[O-])cnn3CC)sc2c1,1%,3%,-4%,6%,-0.1,4%,-6,1.7
CCCc1nnc(NC(=O)C2CCN(C(=O)c3ccco3)CC2)s1,12%,0%,3%[57.1 µM],11%,0.4,6%,-8,-3.4
CCOc1ccc(S(=O)(=O)n2ccc(C)n2)cc1,9%,-15%,10%,1%,-0.4,1%,6,-0.9
N#Cc1ccc(C(=O)NN2C(=O)NC3(CCCCC3)C2=O)cc1,9%,-5%,-19%,-15%,0.3,-61%[inhibitor],7,1.8
O=C(CN1C(=O)c2ccccc2C1=O)NC1CCCCCC1,3%,-4%,5%,26%,1.0,2%,2,0.6
NC(=O)C1(N2CCCCC2)CCN(C(=O)CSc2nc3ccccc3o2)CC1,1%,-9%,-4%,-25%,-1.9,-6%,-3,-2.0
CCc1nc(CN2CCN(c3ccc(C(F)(F)F)cn3)CC2)c(C)[nH]1,6%,5%,4%,4%,-1.0,-6%,-4,-2.0

# An excerpt of these results, with two lines to a compound:
# Sequence of screens: EPAC2 agonist | PLK1 PBD block | WRN inhibitor | EPAC1 antag | IL2 activator | EPAC1 agonist | PI5P4Ka inh | CCT modulator
> Cc1nc2ccc(C(C(F)(F)F)(C(F)(F)F)C(F)(F)F)cc2[nH]1
    -20% | -10% | 5% | -24% | -2.1 | -14% | 26 | 1.7
> CC(C)(C)OC(=O)N1CCC(C(=O)Nc2cccc(C(=O)NC3CC3)c2)CC1
    6% | -2% | -7% | -1% | 0.2 | -4% | 0 | 0.0
> CCN(C(=O)CSc1ncn[nH]1)c1cccc2ccccc12
    4% | -3% | 4% | 16% | -0.1 | -2% | 5 | -0.7
> COc1cccc2cc(-c3cc(=O)oc4cc(C)c(O)cc34)oc12
    9% | -15% | -9% | -10% | 0.1 | -2% | 3 | -0.9
> CC(C)c1ccc(OCCCCN2CCCCC2)cc1
    8% | -8% | -2%[57.1 µM] | 10% | 0.3 | -2% | -3 | 0.8
> CCOc1ccc2nc(NC(=O)c3c([N+](=O)[O-])cnn3CC)sc2c1
    1% | 3% | -4% | 6% | -0.1 | 4% | -6 | 1.7
> CCCc1nnc(NC(=O)C2CCN(C(=O)c3ccco3)CC2)s1
    12% | 0% | 3%[57.1 µM] | 11% | 0.4 | 6% | -8 | -3.4
> CCOc1ccc(S(=O)(=O)n2ccc(C)n2)cc1
    9% | -15% | 10% | 1% | -0.4 | 1% | 6 | -0.9
> N#Cc1ccc(C(=O)NN2C(=O)NC3(CCCCC3)C2=O)cc1
    9% | -5% | -19% | -15% | 0.3 | -61%[inhibitor] | 7 | 1.8
> O=C(CN1C(=O)c2ccccc2C1=O)NC1CCCCCC1
    3% | -4% | 5% | 26% | 1.0 | 2% | 2 | 0.6

# Remaining list, next part.
SMILES,EPAC2 agonist,PLK1 PBD block,WRN inhibitor,EPAC1 antag,IL2 activator,EPAC1 agonist,PI5P4Ka inh,CCT modulator
CC(=O)CC(C)(C)n1nnc(-c2ccccc2)n1,0%[15.6 µM],-6%,-1%,-3%,1.1,-3%,7,-2.6
O=C(Nc1ccc(F)cc1F)N1CCCN(c2ccc([N+](=O)[O-])cn2)CC1,3%,11%,4%,7%,-0.6,0%,-3,0.2
Cc1ccccc1Cn1cc(NC(=O)c2cc(C3CC3)on2)cn1,6%,-17%,-1%,-9%,0.0,-1%,0,-1.9
CCSc1cnn(-c2ccccc2)c(=O)c1Cl,15%,2%,-3%,-1%,-6.1,5%,3,1.5

# Screening results deposited in PubChem BioAssay by National Center for Advancing Translational Sciences (NCATS).
